Screening results as filed in PubChem.
UTI89 phage lysis = protection from phage-mediated lysis, alamar blue read-out – E. coli UTI89, K1F phage, bacterial capsule biogenesis inhibitors (AID 488966); E. coli UTI89 K1F phage lysis, alamar blue, 2 h; higher % means a stronger effect; inhibition, % at 100 µM, or IC50 in µM where a hit was titrated; 0.02% of 340,000 active;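 active = phage lysis inhibition, versus mean bacterial control, above a set limit; inconclusive = no clear call, values can overlap the other calls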;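 note: capsule biogenesis inhibitors block K1F phage lysis so surviving cells raise fluorescence; higher fluorescence means more inhibition of phage lysis; actives were called in the ten point dose series up to 300 µM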
NTR1 agonist = NTR1-driven beta-arrestin-GFP spot formation – imaging, U2OS cells, high content, primary screen (AID 493036); agonist mode; 0.17% of 330,000 active; activation, % at 20 µM; P30989;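 active = activation at or above 40% of the spot to cytoplasm intensity ratio, with at least 20 cells analyzed; inconclusive = wells under 20 cells, flagged as cytotoxic or low count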;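 note: 0% = DMSO without peptide and 100% = 100 nM NTR1 peptide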
Target sequence (P30989 whole entry, looked up): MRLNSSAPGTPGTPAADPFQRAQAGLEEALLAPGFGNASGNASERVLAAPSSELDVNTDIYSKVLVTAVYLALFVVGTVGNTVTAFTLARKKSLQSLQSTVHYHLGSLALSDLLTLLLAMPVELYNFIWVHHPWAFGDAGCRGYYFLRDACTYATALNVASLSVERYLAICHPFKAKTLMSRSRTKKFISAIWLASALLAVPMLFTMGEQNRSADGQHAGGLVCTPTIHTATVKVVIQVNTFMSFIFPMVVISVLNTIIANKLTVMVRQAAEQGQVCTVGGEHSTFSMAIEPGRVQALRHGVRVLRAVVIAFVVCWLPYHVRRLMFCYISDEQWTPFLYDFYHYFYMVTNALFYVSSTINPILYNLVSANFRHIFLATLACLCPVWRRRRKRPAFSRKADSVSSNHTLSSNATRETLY
Dengue-2 NS5 capping = flavivirus cap methylation enzyme inhibition – biochemical, confirmation dose response, primary screen (AID 588689). Dengue-2 NS5 methyltransferase capping enzyme assay, biochemical; higher % means a stronger effect. one-dose inhibition, % at 25 µM; IC50 in µM for titrated hits. 0.3% of 340,000 active; in the data active = a potency from the dose series; inconclusive = inhibition above about 29% without an active follow-up result
NTR1 agonist cell count 20 µM = recorded beside NTR1 agonist, whose call it bears; cell count; measured here: cell count, cytotoxicity flag
Dengue-2 NS5 capping pilot replicate = recorded beside Dengue-2 NS5 capping, whose call it bears; inhibition, %; measured here: pilot screen replicate inhibition
Active calls of the source: *; i = inactive; ? = inconclusive; [ ] = remark or other dose.

SMILES | UTI89 phage lysis | NTR1 agonist | NTR1 agonist cell count 20 µM | Dengue-2 NS5 capping | others
O=C(CCNC(=O)c1ccc(Br)cc1)Nc1ccc(S(=O)(=O)N2CCCCC2)cc1 | 1.2%[50 µM] | 0.5 | 93 | -4%
C1=C(c2sc3ccccc3c2-c2ccc(OCCN3CCOCC3)cc2)CCCC1 | 0.2% | 1.4 | 43 | -2%
Cc1ccc(C2(C)NC(=O)N(CC(=O)N3CCN(S(=O)(=O)c4ccc(Cl)s4)CC3)C2=O)cc1 (configuration not stated) | 0.5%[50 µM] | 0.6 | 51 | 0%
N#Cc1ccc(-c2ccc(OCC(=O)NN=Cc3ccncc3)cc2)cc1 | -2.5% | 5.7 | 58 | 1%
Cc1ccc(OCc2nnc(-c3ccc(Cl)cc3)o2)cc1 | -0.9% | 0.7 | 50 | -3%
Cc1cc(C)cc(C(=O)NCC(=O)OCc2nc(N)nc(Nc3ccccc3C)n2)c1 | 0.0%[50 µM] | 3.5 | 57 | -3%
COc1ccc(C(CNS(=O)(=O)c2ccc(NC(C)=O)c(OC)c2)N2CCCCC2)cc1 (configuration not stated) | 0.3% | 0.9 | 53 | -6%
N#CC1(CCCN2CCCCC2)c2ccccc2CCc2ccccc21 | i | 4.1 | 40 | 11%
O=S(=O)(NCC1COc2ccccc2O1)c1ccccc1F (configuration not stated) | 0.4%[50 µM] | -0.3 | 60 | 1%
O=C(CCCN1C(=O)NC2(CCCC2)C1=O)Nc1ccc(Cl)c(S(=O)(=O)N2CCOCC2)c1 | 1.0%[50 µM] | 0.4 | 67 | 2%
COc1cc(F)c(C2=CC(=O)C[C@H](c3ccc(Cl)cc3)C2)cc1F | 0.5% | 5.8 | 57 | 2%
CC1CCc2c(sc(NC(=O)CCc3nc4ccccc4c(=O)[nH]3)c2C#N)C1 (configuration not stated) | 0.4%[50 µM] | 6.8 | 88 | -14%
CC1(c2ccc3ccccc3c2)NC(=O)N(CC(=O)N2CCN(Cc3ccc(C#N)cc3)CC2)C1=O (configuration not stated) | 0.1%[50 µM] | 1.6 | 74 | -12%
COc1ccc(N2CCN(C(=O)[C@@H]3CCCN3C3=NS(=O)(=O)c4ccccc43)CC2)cc1 | 0.9%[50 µM] | -1.6 | 54 | 6%
CCS(=O)c1ccccc1C(=O)OCC(=O)Nc1cccc(S(=O)(=O)N2CCCCC2)c1 (configuration not stated) | 0.5%[50 µM] | 0.1 | 63 | 1%
CN(C)c1ccc(CNC(=O)CCc2ccc(S(=O)(=O)N3CCCCCC3)cc2)cc1 | 0.5%[50 µM] | -0.5 | 104 | -3%
COc1ccc(S(=O)(=O)N2CCC3(CC2)CC(=O)c2ccccc2O3)cc1 | 1.4%[50 µM] | -1.6 | 71 | -13%
Cc1cccc(N2CCN(C(=O)c3cc4c(=O)[nH]c5ccccc5c4n3C)CC2)c1C | 0.6% | 6.1 | 89 | 2%
COc1ccc(S(=O)(=O)Nc2cccc3c2O[C@H](CN(C)S(=O)(=O)c2ccc(F)cc2)[C@H](C)CN([C@H](C)CO)C3=O)cc1 | 3.4% | -1.4 | 57 | 4%
Cc1cc(Br)ccc1SCC(=O)NNC(=O)c1ccco1 | 0.4%[50 µM] | 0.8 | 63 | 1%
O=C(CN1C(=O)NC2(CCCCCC2)C1=O)NCCc1ccc(F)cc1 | 0.8%[50 µM] | -2.0 | 61 | -1%
O=C(CSc1nnnn1C1CC1)N1CCN(Cc2ccccc2F)CC1 | 0.5%[50 µM] | -0.8 | 64 | -4%
O=C(NCCO)c1nc(C(=O)c2ccc(Cl)cc2)c2ccccc2n1 | 1.9% | -1.2 | 47 | 0%
Cc1cc(C)c2sc(N(CCCN(C)C)C(=O)c3ccc(S(=O)(=O)N(C)Cc4ccccc4)cc3)nc2c1 | -2.0%[50 µM] | 22 | 56 | -4%
COc1ccc(OCC(=O)Nc2ccc(S(=O)(=O)Nc3cc(C)on3)cc2)cc1 | -0.1%[50 µM] | 0.9 | 63 | 4%

Structures listed so far with an aryl thioether with sulfur outside any ring, in the order listed:
SMILES | UTI89 phage lysis | NTR1 agonist | NTR1 agonist cell count 20 µM | Dengue-2 NS5 capping | others
Cc1cc(Br)ccc1SCC(=O)NNC(=O)c1ccco1 | 0.4%[50 µM] | 0.8 | 63 | 1%
O=C(CSc1nnnn1C1CC1)N1CCN(Cc2ccccc2F)CC1 | 0.5%[50 µM] | -0.8 | 64 | -4%

An excerpt from above in order of heavy-atom count, ascending.
SMILES | UTI89 phage lysis | NTR1 agonist | NTR1 agonist cell count 20 µM | Dengue-2 NS5 capping | others
Cc1cc(C)cc(C(=O)NCC(=O)OCc2nc(N)nc(Nc3ccccc3C)n2)c1 | 0.0%[50 µM] | 3.5 | 57 | -3%
CCS(=O)c1ccccc1C(=O)OCC(=O)Nc1cccc(S(=O)(=O)N2CCCCC2)c1 (configuration not stated) | 0.5%[50 µM] | 0.1 | 63 | 1%
Cc1ccc(C2(C)NC(=O)N(CC(=O)N3CCN(S(=O)(=O)c4ccc(Cl)s4)CC3)C2=O)cc1 (configuration not stated) | 0.5%[50 µM] | 0.6 | 51 | 0%

Copied from the results shown for reference:
SMILES | UTI89 phage lysis | NTR1 agonist | NTR1 agonist cell count 20 µM | Dengue-2 NS5 capping | others
Cc1cc(C)c2sc(N(CCCN(C)C)C(=O)c3ccc(S(=O)(=O)N(C)Cc4ccccc4)cc3)nc2c1 | -2.0%[50 µM] | 22 | 56 | -4%
COc1ccc(OCC(=O)Nc2ccc(S(=O)(=O)Nc3cc(C)on3)cc2)cc1 | -0.1%[50 µM] | 0.9 | 63 | 4%

Continued:
SMILES | UTI89 phage lysis | NTR1 agonist | NTR1 agonist cell count 20 µM | Dengue-2 NS5 capping | others
COc1cc(NC(=O)COc2cccc3c2OC(C)(C)C3)cc(OC)c1OC | 0.7% | 2.1 | 53 | -9%
Cc1cc(C)nc(SCC(=O)N(C)CC(=O)Nc2c(Cl)cccc2Cl)n1 | -1.0% | -1.6 | 50 | -7%
O=C(NCC1CCCO1)c1cccc(S(=O)(=O)Nc2ccc(F)cc2)c1 (configuration not stated) | -0.2% | -1.6 | 65 | -5%
Cc1ccc(S(=O)(=O)N2CCCCC2CCNC(=O)C(=O)NCc2ccccc2C)cc1 (configuration not stated) | -0.1%[50 µM] | 2.4 | 64 | -4%
Cc1ccc(S(=O)(=O)N(CC(=O)Nc2ccc(C)cc2C)C(=O)N2CCN(C)CC2)cc1 | 0.8%[50 µM] | -0.3 | 62 | -2%
CC(C)(C)c1nnc2sc(SCC(=O)N3CCCCC3)nn2c1=O | -1.8% | 2.1 | 68 | -2%
O=C(COC(=O)/C=C/c1ccc(Br)o1)NC1CCCCC1 | 0.9%[50 µM] | 0.5 | 53 | -1%
CC(=O)N1CCN(S(=O)(=O)c2ccc3c(c2)CC(=O)N3)CC1 | 0.9%[50 µM] | -0.6 | 81 | -6%
CC(Sc1nnc(C2CC2)n1-c1ccccc1)C(=O)N1CCNC1=O (configuration not stated) | -0.1%[50 µM] | 1.3 | 56 | -8%
Cc1ccc2nc(SCC(=O)N3CCN(c4ccccc4)CC3)nc(=O)n2c1 | 0.7%[50 µM] | 1.9 | 55 | -6%
O=C(CCNC(=O)c1ccc([N+](=O)[O-])cc1)Nc1cccc(S(=O)(=O)N2CCCCCC2)c1 | -0.1%[50 µM] | 2.0 | 72 | 0%
CCCC(=O)NC(C)c1nc(-c2ccc(C)cc2)no1 (configuration not stated) | 1.7% | -2.5 | 92 | -4%
CC(C)(C)NS(=O)(=O)NC(=O)C1=C(N2CCCC2)COC1=O | 0.2% | -2.3 | 43 | -1%
O=C(CSc1nncs1)Nc1cc(S(=O)(=O)N2CCOCC2)ccc1N1CCCC1 | 0.8%[50 µM] | -0.7 | 44 | -4%
CN(CC(=O)Nc1ccc(F)cc1)C(=O)CCc1nc2ccccc2c(=O)[nH]1 | 0.7%[50 µM] | 0.5 | 70 | 4%
COc1cc(/C=C/C(=O)O)ccc1OS(=O)(=O)c1c(C)cc(C)cc1C | 0.1%[50 µM] | -1.6 | 65 | 4%
COc1ccc(C(=O)C(C)OC(=O)CNC(=O)C2CCCCC2)cc1 (configuration not stated) | 0.3%[50 µM] | 1.0 | 66 | -5%
C[C@H]1C(c2ccc(F)cc2)=NN(c2ccccc2)[C@@H]1CO | 0.0% | 0.9 | 65 | -3% | Dengue-2 NS5 capping pilot replicate=2.7
COc1ccc(CC(=O)NC(=S)Nc2cccc(C)c2)cc1 | 0.0% | 5.7 | 48 | 0%
Cc1c(C(=O)N2CCN(C3CCS(=O)(=O)C3)CC2)oc2ccc(Cl)cc12 (configuration not stated) | 0.7%[50 µM] | 1.2 | 62 | -1%
CC1CCC2(CC1)NC(=O)N(CC(=O)N1CCOCC1)C2=O (configuration not stated) | 0.9% | 2.0 | 48 | ?
O=C1N[C@@H](Cc2c[nH]c3ccccc23)COC(=O)[C@H](Cc2ccc(F)cc2)C/C=C\C[C@H]1CC(=O)N(CCO)Cc1ccccc1 | -0.1% | 8.8 | 64 | 3%
Cc1ccc(S(=O)(=O)c2nc(-c3ccccc3)oc2N2CCCC2)cc1 | 0.5%[50 µM] | -2.2 | 54 | -3%
CC1CCCC(NC(=O)COC(=O)[C@@H](NC(=O)c2ccccc2Cl)C(C)C)C1C (some centres not stated) | 0.4%[50 µM] | -0.3 | 73 | 2%
CC(Sc1ccccc1F)C(=O)Nc1cccc(S(=O)(=O)N2CCOCC2)c1 (configuration not stated) | 0.8%[50 µM] | 2.2 | 65 | 7%
SMILES | UTI89 phage lysis | NTR1 agonist | NTR1 agonist cell count 20 µM | Dengue-2 NS5 capping | others
CC1(C)Cc2cccc(OCC(=O)OCC(=O)NCc3ccc(F)cc3)c2O1 | 0.6%[50 µM] | 0.1 | 60 | 0%
C/C=C(\C)C(=O)NCCN1C2=NC[C@H](Cc3ccccc3)N2C[C@@H]1Cc1ccc(OC)cc1 | 0.1% | -3.0 | 103 | -2%
O=C(COC(=O)/C=C/c1cccc(Cl)c1Cl)Nc1ccc2[nH]c(=O)[nH]c2c1 | -0.3%[50 µM] | -0.7 | 108 | 0%
O=C1CCc2cc(NS(=O)(=O)c3ccccc3)cc3c2N1CCC3 | 0.5%[50 µM] | -0.3 | 55 | -2%
Cc1ccc(S(=O)(=O)Nc2cccc(C(=O)NCC(c3ccco3)N3CCCC3)c2)cc1F (configuration not stated) | 0.6%[50 µM] | 0.3 | 63 | -1%
COc1ccc(CNC(=O)Cn2cnc3c(NCc4ccccc4)ncnc32)cc1 | 0.2% | 3.5 | 58 | 3% | Dengue-2 NS5 capping pilot replicate=0.3
O=C(COc1ccc(Oc2ccccc2)cc1)NC1CCS(=O)(=O)C1 (configuration not stated) | 0.5% | -0.3 | 60 | 2%
CCCCCCCNC(=O)C1(CC2CC(c3cccc(Br)c3)=NO2)CCN(C(=O)c2ccccc2)CC1 (configuration not stated) | 0.5% | 0.8 | 66 | -10%
CC(CNC(=O)CN(C)CC(=O)Nc1ccccc1Br)c1ccccc1 (configuration not stated) | -0.2%[50 µM] | 0.9 | 64 | -3%
O=C1NCCC12C(=O)Nc1ccccc12 (configuration not stated) | 1.2% | -2.7 | 91 | -4%
C#CCCOC(=O)N1C2=NC(C(=O)OC)=C(C(=O)OC)[C@@H]3N(C)c4ccccc4[C@]23C[C@H]1CO | 1.0% | -5.8 | 90 | 4%
CC1(C)CC(=O)C=C(c2ccc3ccccc3c2)C1 | -0.4% | 1.8 | 61 | 6%
O=C(NCc1cccs1)c1cc(-c2ccccc2)nn1CC1CC(c2cccc([N+](=O)[O-])c2)=NO1 (configuration not stated) | 0.8% | 1.5 | 61 | 2%
Cc1ccc(S(=O)(=O)N(C)C[C@@H]2Oc3ccc(NC(=O)CCC(F)(F)F)cc3CC(=O)N([C@@H](C)CO)C[C@@H]2C)cc1 | 1.3% | 0.0 | 74 | -1%
O=C(NCC(c1ccco1)N1CCCCC1)c1cccs1 (configuration not stated) | -3.5% | 4.1 | 60 | -7%
CCc1ccc(NC(=O)CSc2nc(=O)n(CCCN3CCOCC3)c3c2CCC3)cc1 | 0.9%[50 µM] | -0.5 | 70 | 0%
COc1ccc(CCNC(=O)c2cc([N+](=O)[O-])ccc2N2CCOCC2)cc1 | 2.1%[50 µM] | -0.4 | 41 | 0%
O=C1CCC/C=C\C[C@@H](CC(=O)N(CCO)Cc2ccccc2)C(=O)N[C@H](Cc2c[nH]c3ccccc23)CO1 | -0.1% | 2.2 | 71 | -6% | Dengue-2 NS5 capping pilot replicate=0.6
CNC[C@H]1Oc2c(NS(=O)(=O)c3ccc(F)cc3)cccc2C(=O)N([C@H](C)CO)C[C@@H]1C | 0.3% | 2.5 | 53 | 1%
O=C(COC(=O)c1cc([N+](=O)[O-])ccc1NCCO)Nc1cccnc1Cl | -1.8% | 0.2 | 40 | 6%
CCOc1ccc(C(C)NC(=O)c2ccc3c(c2)NC(=O)C(C)S3)cc1OCC (configuration not stated) | -0.1%[50 µM] | 1.6 | 57 | -5%
CCC(CO)Oc1cc(NCc2cccc(O)c2)c2ncn(C(C)C)c2c1 (configuration not stated) | -0.2% | -2.1 | 45 | -6%
CCOC(=O)[C@H]1[C@H]2COc3ccc(Cl)cc3[C@@H]2N2C(=O)CN(Cc3ccco3)C(=O)[C@@]12C | -0.9% | 1.7 | 36 | 2%
COc1cccc(CNC(=O)CCS(=O)(=O)c2ccccc2Cl)c1 | 0.5%[50 µM] | -1.0 | 58 | 0%

Some of the compounds tested, so the mix of outcomes need not match the whole.
